AmpC no deterg: AmpC beta-lactamase inhibition without detergent; P00811; AmpC nitrocefin hydrolysis, absorbance 480 nm, 0.0001% Triton; Potency, µM (series often up to 57.1 µM), inactives show at the highest dose activity change, negative = inhibition, hits mostly inhibitors; 330,000 tested, 0.52% active; AID 485341;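 also: potency is read from the fitted curve at half-maximal effect; plate controls were no compound for no effect and no enzyme for full effect; nearly all actives have a fitted effect of over 20% in size; some results filed as inactive show a strong effect at the top dose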
Target sequence (P00811 whole entry, looked up): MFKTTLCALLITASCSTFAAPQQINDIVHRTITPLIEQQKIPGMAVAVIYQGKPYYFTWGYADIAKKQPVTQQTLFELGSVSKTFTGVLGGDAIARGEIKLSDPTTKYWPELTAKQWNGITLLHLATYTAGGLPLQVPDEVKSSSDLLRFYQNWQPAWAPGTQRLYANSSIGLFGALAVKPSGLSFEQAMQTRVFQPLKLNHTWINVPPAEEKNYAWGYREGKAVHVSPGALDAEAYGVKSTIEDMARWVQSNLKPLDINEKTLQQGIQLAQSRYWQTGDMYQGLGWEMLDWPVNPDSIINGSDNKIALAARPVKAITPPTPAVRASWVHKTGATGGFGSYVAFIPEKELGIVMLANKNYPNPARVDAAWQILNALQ
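20 mM phosphate pH 7.0 + 0.01% (detergent screen) or 0.0001% Triton X-100; 5.3 nM AmpC reagent; cpd preinc 15 min RT; nitrocefin (800 uM stock) to start; A480 q20 s × 4 min; Activity was normalised to no-enzyme and no-compound control wells.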
HCMV inh: human cytomegalovirus inhibition. HFF cells, HCMV-luciferase reporter, 72 h; active compounds read low. activity change, negative = inhibition, % at 57.5 µM. 410,000 tested, 4.5% active; in the data active = activity change below about -60%; inconclusive = no clear call, values can overlap the other calls; inactive = above about -39%; also: % is scaled to controls: 0 for no effect and ±100 for the full control effect
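Two-dose cell screen: HFF monolayers treated with compounds and infected with luciferase-expressing HCMV at 1 PFU/cell, 72 h at 37C, then lysed for luciferase measurement.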
AMA1 RON2 block: inhibitors of Plasmodium falciparum AMA1-RON2 interaction; AlphaScreen AMA1-biotinylated RON2 peptide binding; Potency, µM (titrated, usually from 58.2 µM), inactives show top-dose activity change, negative = inhibition, actives largely listed as inhibitors; 360,000 tested, 0.2% active;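 also: potency is read from the fitted curve at half-maximal effect; 0% = vehicle wells and -100% = peptide control; nearly all actives have a fitted effect of over 45% in size; some results filed as inactive show a strong effect at the top dose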
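AMA1 (3D7) with his tag at 25 nM final met compounds first, then biotinylated RON2 peptide at 25 nM; detection used donor plus acceptor beads, 10 µg/mL apiece, read by AlphaScreen after 30 min at room temperature.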
FBPA Giardia inh: inhibitors of Giardia lamblia fructose-1,6-bisphosphate aldolase. purified Giardia FBPA. Potency, µM (highest dose often 59.6 µM), for the others: at the top dose activity, negative = inhibition, hits mostly inhibitors. 290,000 tested, 0.71% active. AID 2451; also: potency is read from the fitted curve at half-maximal effect; % is scaled to controls: 0 for no effect and ±100 for the full control effect; nearly all actives have a fitted effect of over 55% in size
Target sequence (A8B2U2 whole entry, looked up): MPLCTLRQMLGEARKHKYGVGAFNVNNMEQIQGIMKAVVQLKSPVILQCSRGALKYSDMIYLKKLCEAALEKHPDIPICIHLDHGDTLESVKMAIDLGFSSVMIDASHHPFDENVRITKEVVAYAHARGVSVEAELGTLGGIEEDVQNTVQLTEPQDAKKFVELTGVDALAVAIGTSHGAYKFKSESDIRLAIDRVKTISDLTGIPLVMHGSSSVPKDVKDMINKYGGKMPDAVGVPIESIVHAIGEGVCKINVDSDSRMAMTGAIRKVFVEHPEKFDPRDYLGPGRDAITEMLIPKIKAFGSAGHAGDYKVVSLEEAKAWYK
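Giardia FBPA (40 nM reagent) was preincubated 10 min at RT with compound (up to 57.5 uM final), then substrate plus GAPDH/TPI/NAD/arsenate coupling system with diaphorase/resazurin was added; resorufin fluorescence (525/598 nm) was read after 20 min.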
Shiga inhibitor: blocks Shiga toxin action in Vero cells | Vero cells, Shiga toxin protein synthesis inhibition reporter | inhibition, % at 38.7 µM | 290,000 tested, 9.2% active | AID 2315; in the data active = inhibition mostly above about 28%, no sharp cut-off; inactive = mostly below about 43%; also: 0% is about no effect
CHX counter: affects cycloheximide protein synthesis inhibition readout, counter-screen; max response, %; AID 2314; cell reporter, cycloheximide protein synthesis inhibition counterscreen; 300,000 tested, 12% active; in the data active = max response mostly above about 13%, no sharp cut-off; inactive = mostly below about 14%; also: read at 38.3 µM for the half of the compounds with a filed dose; 0% is about no effect
AmpC detergent: blocks E. coli AmpC beta-lactamase in detergent assay; P00811; AmpC hydrolysis of nitrocefin, absorbance 480 nm, 0.01% Triton; Potency, µM (highest dose often 114 µM), for inactives: at the top dose activity change, negative = inhibition, actives largely listed as inhibitors; 370,000 tested, 0.041% active; AID 485294;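 also: potency is read from the fitted curve at half-maximal effect; 0% = no-compound wells and -100% = no-enzyme wells; nearly all actives have a fitted effect of over 25% in size; some results filed as inactive show a strong effect at the top dose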
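AmpC (5.3 nM in the dispensed reagent) in 20 mM phosphate pH 7.0 with 0.01% (detergent screen) or 0.0001% Triton X-100 was preincubated with compounds for 15 min at room temperature. Nitrocefin was then added from an 800 uM solution, and hydrolysis was followed at 480 nm.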
An asterisk follows results filed as active; u = inconclusive; x = no result given; & = joins results of further samples; [ ] = another dose, or the depositor's remark. Unless noted, calls follow the shape of the dose curve; as a rule, active = well fitted curve in the direction sought with a large enough effect; inconclusive = small, poorly fitted or top-dose-only effect, or another doubt; inactive = no such curve, though single readings can be large; an effect the other way counts as inactive or inconclusive.

SMILES	AmpC no deterg	HCMV inh	AMA1 RON2 block	FBPA Giardia inh	Shiga inhibitor	CHX counter	AmpC detergent
CCOC(=O)C(=Cc1ccccc1)C(=O)OCC	x	x	x	-13%	-21	-10	x
COc1ccc2ccccc2c1/C=N/Nc1ccc(Cl)c(C(=O)O)c1	-17%	46	-4%	u	56*	15	-13%
CC1CCN(C(=S)c2ccc(O)cc2)CC1	-39%	-35	-2%	1%	16	6	-14%
N#Cc1cccc(NC(=O)CN2CCN(Cc3ccccc3)CC2)c1	-1%	-13	0%	17%	-7	-2	-6%
CC(C)c1ccc(NC(=O)CCCN2C(=S)NC(C)(C)CC2C)cc1 (stereo not given)	120%[activator]	-86*	-3%	9%	27	4	5%
Cc1ccc(NC(=O)c2ccccc2CCc2ccccc2)c(C)c1	-21%	-21	5%	-5%	-21	-2	u
FC(F)(F)Oc1ccccc1-c1nnc(-c2cccc(C(F)(F)F)c2)o1	53%	-30	51%[activator]	-3%	-7	-2	18%
CC(NC(=S)Nc1ccc(Cl)cc1Cl)C(c1cccs1)N1CCCC1 (stereo not given)	-11%	-38	40%[activator]	0%	9	-1	3%
Cc1nn(C)c(Sc2ccccn2)c1[N+](=O)[O-]	-10%	81	-17%	-2%	12	-3	0%
CCOc1ccccc1/C=C\c1nc(O)c([N+](=O)[O-])c(=O)[nH]1	-12%	-33	-4%	0%	-13	-4	-1%
Cc1c(NC(=O)CCc2ccccc2)cccc1[N+](=O)[O-]	-27%	-25	10%	2%	16	5	-8%
Cc1ccc(NS(=O)(=O)c2ccc(NC(=O)c3ccc(Br)o3)cc2)c(C)c1	u	-31	u	-6%	21	-2	1%
CCOc1ccc(NC(=O)CSc2nnc(-c3ccccc3Cl)n2Cc2ccco2)cc1	-17%	2	-8%	-10%	-7	-1	u
COc1ccc(Cn2c(=O)[nH]c3cc(C(=O)N4CCN(Cc5ccccc5)CC4)ccc3c2=O)cc1	153%[activator]	-63*	-22%	1%	11	-1	-10%
COc1ccccc1-n1c(SCC(=O)NCc2ccc3c(c2)OCO3)nc2cc([N+](=O)[O-])ccc21	-34%	-11	u	u	6	-2	-5%
COCc1c(C(=O)OCc2nc3ccsc3c(=O)[nH]2)oc2ccccc12	-29%	13	13%	x	x	x	-6%
NC(=O)c1ccccc1NC(=O)COC(=O)C1(c2ccccc2)CC1	-14%	-31	-18%	x	x	x	0%
Cc1ccc2c(c1)nnn2C1CCN(C(=O)Nc2ccccc2C)CC1	1%	3	8%	5%	-14	-4	0%
O=[N+]([O-])c1ccc(N2N=C(c3ccco3)CC2c2ccccc2)cc1 (stereo not given)	-22%	u	-20%	-8%	-12	-3	2%
CCC(C)c1ccc(OCCN2CCCC2)cc1 (stereo not given)	-11%	-9	27%	-25%	-14	-3	u
O=C(Cn1c(=O)c2cccn2c2cccnc21)N1CCN(c2ccc(Cl)cc2)CC1	35%	x	-12%	x	-4	-2	-5%
Cc1ccc(C#CC[N+]2(C)CCCCC2)cc1	2%	10	2%	3%	5	-3	0%
O=C(Cc1ccc(Br)cc1)N1CCc2ccccc2C1	5%	24	10%	7%	x	39*	-14%
COc1ccc(-c2nc(CS(=O)CC(=O)NC3CCCC(C)C3C)c(C)o2)cc1OC (stereo not given)	130%[activator]	u	-5%	-10%	-12	-10	-4%
O=C(NNC(=S)Nc1ccccc1)c1cccc(S(=O)(=O)N2CCOCC2)c1	-11%	54	9%	9%	34	16	0%
Cc1ccc(C(=O)NC2CCCc3ccccc32)o1 (stereo not given)	-4%	20	-9%	-9%	-7	-1	0%
CCn1c(SCC(=O)Nc2cc(C)on2)nnc1-c1cccs1	-19%	5	7%	-1%	-6	-3	6%
CCCN(CCC)[C@@H]1CCc2cccc(O)c2C1	-13%	-2	-2%	-5%&4%&0%&6%	-6	-4	4%
CCc1cc(CNC(=O)CC2C(=O)NCCN2Cc2ccc(-c3ccccc3)cc2)on1 (stereo not given)	141%[activator]	u	15%	-15%	-4	3	u
Cc1ccc(CNC(=O)c2ccc(N3CCC4(CC3)CC(c3cccc(Br)c3)=NO4)c(NC(=O)c3ccccc3)c2)cc1	-51%	-30	5%	x	x	x	-13%
CCOc1ccc(OCC)c(NC(=O)CCn2cccc2)c1	-4%	7	-7%	0%	16	-1	-12%
COCCN1C(=O)C(=O)/C(=C(/O)c2cccc(OC)c2)C1c1ccncc1 (stereo not given)	6%	21	-12%	-6%	6	7	1%
N#CC(C#N)=c1ccc2c(c1)N1C(c3ccccc3)=CC(c3ccccc3)C3CCCCC31N=2 (stereo not given)	-17%	-18	-2%	-1%	-4	-5	-8%
COc1ccc(-c2noc(CCC(=O)N3CCN(c4ccc(Cl)cc4)CC3)n2)cc1	-23%	-4	-2%	x	x	x	x
CC(=O)C1=C(O)C(=O)N(Cc2cccnc2)C1c1ccc(Cl)cc1Cl (stereo not given)	-26%	11	-4%	0%	23	-3	1%
COCCC(=O)N1CCC(Oc2ccc(C(=O)NCc3cc(C)n(C)n3)cc2)CC1	2%	-29	9%	6%	12	3	u
Cc1ccc(Nc2nc(N3CCOCC3)c3ccccc3n2)cc1	-12%	-32	-6%	-9%	-17	6	-6%
O=C(NCc1cccc2ccccc12)Nc1ccccc1	-58%	-32	7%	1%	27	12	1%
CSC1=NCCN1C(=O)c1cccs1	-3%	-22	-3%	-1%	26	-1	u
CC(Oc1ccc2c(-c3ccccc3)cc(=O)oc2c1)C(=O)NCCCn1ccnc1 (stereo not given)	113%[activator]	-37	6%	11%	-7	-1	-8%

Quoted at random: 2 compounds from above.
SMILES	AmpC no deterg	HCMV inh	AMA1 RON2 block	FBPA Giardia inh	Shiga inhibitor	CHX counter	AmpC detergent
O=C(Cc1ccc(Br)cc1)N1CCc2ccccc2C1	5%	24	10%	7%	x	39*	-14%
CCn1c(SCC(=O)Nc2cc(C)on2)nnc1-c1cccs1	-19%	5	7%	-1%	-6	-3	6%

Sorted by molar mass (low to high): part of the list above
SMILES	AmpC no deterg	HCMV inh	AMA1 RON2 block	FBPA Giardia inh	Shiga inhibitor	CHX counter	AmpC detergent
CSC1=NCCN1C(=O)c1cccs1	-3%	-22	-3%	-1%	26	-1	u
Cc1ccc(C#CC[N+]2(C)CCCCC2)cc1	2%	10	2%	3%	5	-3	0%
Cc1ccc(C(=O)NC2CCCc3ccccc32)o1 (stereo not given)	-4%	20	-9%	-9%	-7	-1	0%
CCOc1ccc(OCC)c(NC(=O)CCn2cccc2)c1	-4%	7	-7%	0%	16	-1	-12%
O=C(Cc1ccc(Br)cc1)N1CCc2ccccc2C1	5%	24	10%	7%	x	39*	-14%
CCn1c(SCC(=O)Nc2cc(C)on2)nnc1-c1cccs1	-19%	5	7%	-1%	-6	-3	6%
COCCN1C(=O)C(=O)/C(=C(/O)c2cccc(OC)c2)C1c1ccncc1 (stereo not given)	6%	21	-12%	-6%	6	7	1%
CC(=O)C1=C(O)C(=O)N(Cc2cccnc2)C1c1ccc(Cl)cc1Cl (stereo not given)	-26%	11	-4%	0%	23	-3	1%
COCCC(=O)N1CCC(Oc2ccc(C(=O)NCc3cc(C)n(C)n3)cc2)CC1	2%	-29	9%	6%	12	3	u
CC(Oc1ccc2c(-c3ccccc3)cc(=O)oc2c1)C(=O)NCCCn1ccnc1 (stereo not given)	113%[activator]	-37	6%	11%	-7	-1	-8%
O=C(NNC(=S)Nc1ccccc1)c1cccc(S(=O)(=O)N2CCOCC2)c1	-11%	54	9%	9%	34	16	0%
O=C(Cn1c(=O)c2cccn2c2cccnc21)N1CCN(c2ccc(Cl)cc2)CC1	35%	x	-12%	x	-4	-2	-5%
COc1ccc(-c2noc(CCC(=O)N3CCN(c4ccc(Cl)cc4)CC3)n2)cc1	-23%	-4	-2%	x	x	x	x
N#CC(C#N)=c1ccc2c(c1)N1C(c3ccccc3)=CC(c3ccccc3)C3CCCCC31N=2 (stereo not given)	-17%	-18	-2%	-1%	-4	-5	-8%
COc1ccc(-c2nc(CS(=O)CC(=O)NC3CCCC(C)C3C)c(C)o2)cc1OC (stereo not given)	130%[activator]	u	-5%	-10%	-12	-10	-4%
Cc1ccc(CNC(=O)c2ccc(N3CCC4(CC3)CC(c3cccc(Br)c3)=NO4)c(NC(=O)c3ccccc3)c2)cc1	-51%	-30	5%	x	x	x	-13%

The results go on.
SMILES	AmpC no deterg	HCMV inh	AMA1 RON2 block	FBPA Giardia inh	Shiga inhibitor	CHX counter	AmpC detergent
Cc1ccc(NS(=O)(=O)c2ccc(NC(=O)N3CCCCC3)cc2)cc1	-12%	u	-2%	-2%	25	5	2%
Cc1ccc(-c2nn3c(C)nnc3c3ccccc23)cc1S(=O)(=O)NCc1ccccc1	-24%	69	3%	-7%	-7	-3	u
CS(=O)(=O)N1CCC(C(=O)NCc2ccncc2)CC1	-11%	-8	-12%	-2%	19	-2	u
CC(C)Nc1c(N)c(=O)oc2ccccc12	-13%	u	19%	-25%	20	2	-16%
Cc1nn(-c2ccc(NC(=O)c3ccncc3)cc2)c(C)c1Cl	88%[activator]	-91*	-11%	16%	-2	-1	3%
CC(C)c1ccc(NC(=O)CNC(=O)Cn2ccc3ccccc3c2=O)cc1	-1%	4&-5	-9%	-4%	4	-1	-13%&-6%
C=C1C(=O)C=C2CN(C(=O)c3ccccc3)[C@@](Cc3ccc(F)cc3)(C(=O)OC)[C@@H]12	-27%	x	13%	0%&-5%	-31	-11	-23%
COc1ccccc1CC(=O)Nc1cccc(S(=O)(=O)N2CCOCC2)c1	0%	1	-10%	x	23	10	0%
C=C[C@@H]1C[C@@]1(C)[C@@H](NP(=O)(c1ccccc1)c1ccccc1)c1ccccc1	54%	-34	2%	0%&6%	-22	-5	-6%
O=C(NC1CCCCC1)N1CCN(c2ccc([N+](=O)[O-])cc2)CC1	-15%	-14	-13%	-2%	2	1	u
COc1ccc(CC2S/C(=N/N=C/c3ccccc3O)NC2=O)cc1 (stereo not given)	-9%	u	107%[activator]	5%	-2	-2	4%
CC1CCN(CCCNC(=O)C2CC(=O)N(C3CCCCCC3)C2)CC1 (stereo not given)	7%	-17	9%	-6%	-3	-1	-5%
CCCCc1c(C)c(C#N)c2nc3ccccc3n2c1Nc1c(C)n(C)n(-c2ccccc2)c1=O	-13%	-90*	0%	x	-21	-2	1%
